# Peg3 imprint = qHTS Assay for Compounds that Induce Erasure of Genomic Imprints | Potency, µM (top dose mostly 60.7 µM), inactives show at the highest dose activity change, positive = activation, actives largely listed as activators | AID 1948, 2009 | 110,000 tested, 0.02% active | mouse ES Peg3-LacZ reporter, beta-gal luminescence, 40 h;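 note: 0% = negative control wells on the plate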
#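 Gelatin-coated wells received 300 freshly trypsinized female ES cells with a Peg3LacZ-Neo reporter on the maternal allele, then incubated 40 hours at 37C. BetaGlo was added for 5 minutes at room temperature before a single luminescence read.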
# p53ts 39C tox = qHTS Screen for Compounds that Selectively Target Cancer Cells with p53 Mutations: Cytotoxicity of p53ts Cells at the Nonpermissive Temperature; H1299-p53A138V viability at 39C, ATP luminescence, 24 h; Potency, µM (top dose mostly 46.1 µM), for inactives: at the highest dose activity change, negative = cell killing, most hits filed as cytotoxic; 130,000 tested, 1.5% active; note: nearly all actives have a fitted effect of over 55% in size
# IkB signaling = IkB Signaling; AID 445, 2006; ABC-DLBCL IkBa-CBG/CBR dual luciferase ratio, 4 h; response scale: scaled: untreated 0%, proteasome inhibitor 100%; Potency, µM (doses to about 57.1 µM), for inactives: at the top dose IkBa stabilization activation; 110,000 tested, 0.04% active; active = well fitted curve in the direction sought with a large enough effect in the signal ratio, not every such curve was filed as active; inconclusive = small, poorly fitted or top-dose-only effect, or a change in a side signal; the % refers to the signal ratio;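 note: the direction sought is a rising ratio; 0% = basal untreated cells and 100% = reference inhibitor full response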
#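 In this assay, an IκBα–CBG68 fusion accumulates when IKK-driven degradation is blocked; native CBR normalizes for cell number. OCI-Ly3 cells were treated 4 h with compound and doxycycline, then green and red light read after Chroma-Glo addition.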
# p53ts 32C kill = qHTS Screen for Compounds that Selectively Target Cancer Cells with p53 Mutations: Cytotoxicity of p53ts Cells at the Permissive Temperature; H1299-p53A138V at 32C, ATP luminescence viability, 24 h; Potency, µM (doses to about 46.1 µM), for inactives: at the highest dose activity change, negative = cytotoxicity, hits mostly cytotoxic; 130,000 tested, 0.93% active; AID 924, 2007;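 note: 0% = DMSO and -100% = full killing by reference compound; nearly all actives have a fitted effect of over 55% in size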
#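 ATP-content luminescence (ATPlite) read-out after 24 h compound exposure at 32C in H1299-p53A138V cells (600/well). Tested up to 46 uM. Normalized to DMSO (0%) and 100 uM tamoxifen (100% killing); Hill-fit AC50.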
# * marks the source's active call; other numbers are inactive results; ? = inconclusive; · = no result given; [ ] = another dose, or the depositor's remark. Unless noted, calls come from the whole dose curve; as a rule, active = well fitted curve in the direction sought with a large enough effect; inconclusive = small, poorly fitted or top-dose-only effect, or another doubt; inactive = no such curve, though single readings can be large; an effect the other way counts as inactive or inconclusive. Unless noted, % is set by controls: 0 for no effect and ±100 for the full control effect; potency is the fitted concentration of half-maximal effect.
smiles	Peg3 imprint	p53ts 39C tox	IkB signaling	p53ts 32C kill
Cc1ccc(CN2CCCn3nc(C(=O)NCCN(C)C)cc3C2=O)cc1	-1%[10.9 µM]	?	-1.3%	-1%
COc1ccc(CCNC(=O)CCc2c(C)nc3cc(-c4cccc(F)c4)nn3c2C)cc1OC	-12%[10.9 µM]	-28%	?	1%
Cc1nc2ccccc2c2c1C(=O)N(C)C2=O	-12%	8%	-0.4%	11%
CC(C)CC(c1nnnn1CCc1ccccc1)N1CCN(C(=O)c2ccco2)CC1 (stereo unspecified)	-8%	-13%	-0.6%	0%
COc1ccccc1N1CCN(C(=O)C2c3ccccc3Oc3ccccc32)CC1	-13%	4%	7.4%	18%
CC1(c2ccc3noc(-c4ccc(Cl)cc4)c3c2)OCCO1	10%	3%	0.5%	8%
CCOc1ccc(-n2c(SCc3ccccc3)nc3c([nH]c4ccccc43)c2=O)cc1	11%[10.9 µM]	?	-1.0%	4%
Cc1cc2ccc(C)c(C)c2nc1SCC#N	-2%	6%	-0.4%	3%
O=C(c1c(Cl)cccc1Cl)N1CCN(c2ccccn2)CC1	-4%	6%	0.0%	-3%
OCC1CCCN(Cc2ccc(-c3ccccc3)cc2)C1 (stereo unspecified)	-12%	-11%	0.6%	-8%
O=C(CN1C(=O)NC2(CCCc3ccccc32)C1=O)N1CCN(C(=O)c2ccco2)CC1 (stereo unspecified)	-8%	-8%	0.9%	2%
Cc1ccc(S(=O)(=O)CCC(=O)Nc2ccc(Br)cc2C)cc1	10%[10.9 µM]	-22%	1.1%	1%
Cc1nn(C)c2c1c(C(F)(F)F)cc(=O)n2C(C)C(=O)NCc1ccccc1 (stereo unspecified)	-17%[10.9 µM]	-5%	?	13%
CNc1nc(C(=O)O)nc(N2CCOCC2)n1	·	33%	·	9%
COc1ccccc1-c1cc(C(=O)NCc2ccc(Cl)cc2)no1	-11%	-25%	?	-2%

smiles	Peg3 imprint	p53ts 39C tox	IkB signaling	p53ts 32C kill
CCC(NC(=O)OC(C)(C)C)C(=O)Oc1ccc2c3c(c(=O)oc2c1)CCC3 (stereo unspecified)	-13%	13%	-2.6%	10%
COc1ccc(Cc2nnc3c4cnn(C)c4ncn23)cc1	2%	0%	-1.2%	3%
Cc1ccc2nc(-c3ccncc3)c(Nc3ccccc3C)n2c1	-11%[10.9 µM]	-19%	?	1%
Cc1ccc(C)c(CN2C(=O)c3ccccc3S(=O)(=O)c3ccc(C(=O)N4CCN(Cc5ccccc5)CC4)cc32)c1	-15%[10.9 µM]	-6%	-0.4%	15%
O=C1CCCN1c1cc(Cl)ccc1Cl	0%	8%	0.4%	-5%
OCCn1cnc2c(SCc3ccccc3)ncnc21	-4%[10.9 µM]	-8%[9.22 µM]	-0.2%[11.4 µM]	0%[9.22 µM]
CCN(CC)C(=O)c1ccc2c(c1)N(Cc1ccccc1)C(=O)CS2=O (stereo unspecified)	-11%	11%	-1.9%	-1%
CN(CC(=O)N1CCc2ccccc2C1)S(=O)(=O)c1ccc2c(c1)c(=O)n(C)c(=O)n2C	5%	7%	-2.0%	8%
COc1ccc(OC)c(N2C(=O)C(Cl)=C(N3CCOCC3)C2=O)c1	-1%	-1%	2.5%	-17%
CCCNC(=O)OC[C@@H]1O[C@H](CCO/N=C(\C)CCN2CCCc3nc(C)c(C)cc32)C=C[C@@H]1Oc1ccc(OC)cc1	·	1%[9.22 µM]	·	9%[9.22 µM]
O=C(OCN1C(=O)c2ccccc2C1=O)c1ccccc1	-5%	6%	3.1%	5%
O=C(Nc1cccc(F)c1)C1CCCN1S(=O)(=O)c1cccc2cccnc12 (stereo unspecified)	-14%	0%	?	-1%
COc1cc(C(=O)Nc2ccc(N(C)C)cc2)cc(OC)c1OC	-29%	-19%	0.8%	-2%
CCc1ccc(C(=O)Nc2ccc(S(=O)(=O)Nc3nc(C)cc(C)n3)cc2)o1	-13%	4%	-0.9%	8%
Cc1cc(C)c2c(n1)nn1c(N3CCN(c4ccccc4)CC3)cc(C)nc21	-7%	13%	4.0%	1%

smiles	Peg3 imprint	p53ts 39C tox	IkB signaling	p53ts 32C kill
CCOC(=O)c1sc(N2C(=O)c3oc4cc(C)c(C)cc4c(=O)c3C2c2cccc(O)c2)nc1C (stereo unspecified)	-7%[10.9 µM]	6%	?	0%
CC(=O)c1ccc(OC(=O)c2cccs2)cc1	-5%	10%	1.2%	5%
COC(=O)C1=C(CN2CCN(C)CC2)NC(=O)NC1c1cc(C)ccc1C (stereo unspecified)	-14%	6%	0.1%	0%
COCCn1c(SCC(=O)NCc2cccs2)nnc1-c1ccc(OC)cc1	2%	4%	0.9%	-2%
CCn1nc(C)c2c(-c3ccccc3)cc(=O)n(C(C)C(=O)NCc3ccc(C)cc3)c21 (stereo unspecified)	-9%[10.9 µM]	9%	?	26%
CS(=O)(=O)N1CCC2(CC1)CN(Cc1cc(C(F)(F)F)cc(C(F)(F)F)c1)C2	·	-1%	2.5%[11.4 µM]	3%
O=C(CCSCc1cnn(-c2ccccc2)c1-n1cccc1)NCc1ccccc1Cl	3%[10.9 µM]	-17%	-1.0%	0%
COC(=O)[C@H](C)NC(=O)Nc1cc(OC)ccc1OC	4%	3%	0.6%	-6%
NS(=O)(=O)c1ccc(NC(=O)CN2CCCCC2)cc1	-4%	-5%	-2.3%	-5%
Cc1nc(NC(=O)/C=C/c2ccc(Cl)cc2Cl)sc1C(=O)N(C)C	·	9%	·	-8%
O=C(NCc1ccccc1Cl)c1ccc2nc(Cc3ccccc3)oc2c1	-17%[10.9 µM]	-15%	?	-10%
CCOC(=O)CC(NC(=O)Cn1nnc(-c2ccccc2Cl)n1)c1ccc(OC)cc1 (stereo unspecified)	9%[10.9 µM]	6%	?	6%
O=C(OCC(=O)N1CCN(C(=O)c2ccco2)CC1)c1ccccc1Cc1ccccc1	-12%	-9%	0.2%	1%
CCNc1nc2c(c(=O)n(C)c(=O)n2C)n1Cc1ccc(F)cc1	24%[10.9 µM]	54%[activator]	?	-5%
COc1ccc(N2CCN(C(=O)CSc3ncnc4c3cnn4-c3ccccc3C)CC2)cc1	-5%	-4%	1.6%	7%

# Full records from above. Order of screens: Peg3 imprint | p53ts 39C tox | IkB signaling | p53ts 32C kill
# `O=C(NCc1ccccc1Cl)c1ccc2nc(Cc3ccccc3)oc2c1` in the list: -17%[10.9 µM] | -15% | ? | -10%
# `CS(=O)(=O)N1CCC2(CC1)CN(Cc1cc(C(F)(F)F)cc(C(F)(F)F)c1)C2` in the list: · | -1% | 2.5%[11.4 µM] | 3%

# (continued)
smiles	Peg3 imprint	p53ts 39C tox	IkB signaling	p53ts 32C kill
Cn1c(=O)c2c(nc(SCC(=O)Nc3ccc(F)cc3F)n2Cc2ccccc2)n(C)c1=O	-14%[10.9 µM]	17%	?	-7%
CCCC1=Nc2cc(C(=O)N3CCC(C)CC3)ccc2Sc2ccc(C)cc21	-6%[10.9 µM]	11%	?	6%
COc1ccc(NC(=O)Cn2c(=O)n(-c3ccc(C)cc3)c(=O)c3c2c2cc(C)ccc2n3C)cc1	6%[10.9 µM]	-26%	0.3%	1%
CC(C)(C)c1[nH]nc2c1C(c1cccnc1)C(C#N)=C(N)O2 (stereo unspecified)	·	-1%	·	9%
COC(=O)c1scc(-c2ccc(C)cc2)c1S(=O)(=O)N1CCN(c2ccccc2)CC1	-7%[10.9 µM]	-7%	-0.7%	2%
COc1ccccc1NC(=O)C(CCS(C)(=O)=O)N1C(=O)c2ccccc2C1=O (stereo unspecified)	-9%	3%	-5.6%	1%
COc1ccc2c(CC(=O)OCC(=O)N3CCc4ccccc43)coc2c1	-8%	-7%	-0.7%	-1%
COc1ccc(N2CCN(c3oc(-c4ccco4)nc3C#N)CC2)cc1	2%	10%	2.9%	-2%
Cc1nn(-c2ccc(F)cc2)c2sc(C(=O)O)cc12	1%	-5%	3.7%	2%
CCOC(=O)c1ccc(NC(=O)CSc2cc(-c3ccccc3)nc(C)n2)cc1	-11%[10.9 µM]	-20%	-0.4%	-4%
CCCCN(C)C(=O)C1CCCN(c2ncnc3onc(-c4ccc(F)cc4)c23)C1 (stereo unspecified)	-8%[10.9 µM]	-13%	?	9%
CSCC[C@@H]1NC(=O)C/C=C\[C@@H](C)COC(=O)[C@@H](C)COC1=O	·	-10%[9.22 µM]	·	5%[9.22 µM]
COc1cccc(-c2nc(NC3CCNCC3)c3ccccc3n2)c1	1%	16µM*	-2.2%[11.4 µM]	?
Fc1ccccc1Nc1c2c(nc3ccccc13)CCC2	-5%[10.9 µM]	-17%	?	-15%
CC1CCn2c(nc3cc(C(=O)NCc4ccc(F)cc4)ccc32)C1 (stereo unspecified)	-6%[10.9 µM]	-2%	-0.3%	-6%

# Rewritten with values under each structure: 2 of the compounds above.
# Fields – Peg3 imprint, p53ts 39C tox, IkB signaling, p53ts 32C kill
- CCCCN(C)C(=O)C1CCCN(c2ncnc3onc(-c4ccc(F)cc4)c23)C1 (stereo unspecified)
    -8%[10.9 µM], -13%, ?, 9%
- CSCC[C@@H]1NC(=O)C/C=C\[C@@H](C)COC(=O)[C@@H](C)COC1=O
    ·, -10%[9.22 µM], ·, 5%[9.22 µM]

# Additional compounds follow:
smiles	Peg3 imprint	p53ts 39C tox	IkB signaling	p53ts 32C kill
O=C(CN1CCCCC1)Nc1cccc(Br)c1	-22%	2%	-3.9%	-4%
Cc1ccccc1CNC(=O)CCC(=O)N1CCSc2ccccc21	-15%[10.9 µM]	-9%	4.8%	-6%
COc1ccc(OC)c(NC(=O)Cc2c(C)n(C(=O)c3ccc(Cl)cc3)c3ccc(OC)cc23)c1	-17%[10.9 µM]	5%	?	7%
COc1ccc(OCCn2c(=N)n(CCO)c3ccccc32)cc1	-13%	-17%	1.7%	-2%
Cc1cc(C)c2c(=O)cc(C(=O)Nc3sc4c(c3C(=O)NCc3ccccc3)CCCC4)oc2c1	11%[10.9 µM]	-12%	-1.4%	3%
Cc1ccc2c(=O)cc(C(=O)Nc3nc4ccc(Cl)cc4s3)oc2c1	-8%[10.9 µM]	3%	?	7%
Cc1ccc(C)c(NC(CC(=O)c2ccccc2)C(=O)OCC(=O)c2cccs2)c1 (stereo unspecified)	·	118%[activator]	·	?
Cc1cc(C)c(OCC(=O)Nc2ccccc2N2CCOCC2)c(C)c1	-22%	-11%	3.6%	1%
COc1ccc(NC(=O)CN2CCN(C3CCCCC3)C(=O)C2=O)cc1	-10%[10.9 µM]	-2%	-3.7%	-3%
CCOC(=O)C1CCCN(Cc2cn3c(-c4ccc(Br)cc4)nnc3s2)C1 (stereo unspecified)	4%[10.9 µM]	-19%	2.6%	2%
O=C(CSc1nnc(CNc2ccc(Cl)cc2)o1)Nc1nc2c(s1)CCCC2	·	-19%	14%	-13%
CCOc1ccc(C(CC(=O)O)NC(=O)c2ccco2)cc1OC (stereo unspecified)	0%	-5%	0.5%	4%
COc1cccc(N2CCN(Cc3nnc(-c4ccc5c(c4)OCO5)o3)CC2)c1	3%[10.9 µM]	-10%	?	5%
O=C(CCCC(=O)N1CCCc2ccccc21)N1CCCc2ccccc21	-12%	12%	1.0%	2%
Cc1cccc(-n2ccnc2SCC(=O)Nc2cccc3ccccc23)c1	12%[10.9 µM]	-21%	?	-5%

smiles	Peg3 imprint	p53ts 39C tox	IkB signaling	p53ts 32C kill
CCOc1cc(C2c3c(oc4cc(C)c(Cl)cc4c3=O)C(=O)N2Cc2ccco2)ccc1O (stereo unspecified)	-1%	7%	1.0%	-4%
O=C(Nc1ccc(NC(=O)c2ccco2)nc1)c1cccnc1	-47%[inhibitor]	13µM*	?	10µM*
CCCC(=O)Nc1nc2ccc(OC)cc2s1	-39%[inhibitor]	-22%	?	-30%
O=C(Nc1cc(Cl)ccc1O)C1CCCO1 (stereo unspecified)	-15%	7%	-2.4%	8%
CCOc1cc(C2c3c(-c4ccccc4O)n[nH]c3C(=O)N2Cc2cccnc2)ccc1O (stereo unspecified)	-8%[10.9 µM]	-14%	?	7%
OC[C@@H]1O[C@H](O)[C@@H](Cl)[C@H](O)[C@@H]1O	·	6%	-4.6%	-8%
CC(C)(C)c1ccc(CN2C3=NCCCN3c3ccccc32)cc1	·	?	·	-12%
CC(C)C1Oc2ccccc2N(CC(=O)NCCCN2C(C)CCCC2C)C1=O (stereo unspecified)	-13%	2%	0.8%	-7%

# Screening data deposited in PubChem BioAssay by National Center for Advancing Translational Sciences (NCATS).
